# Screens (PubChem BioAssay)
# UHRF1 MBD2 ctr: human UHRF1 methylated DNA binding inhibitors | 0.75% of 370,000 active | UHRF1 binding to methylated oligo, TR-FRET | inhibition, % at 4.4 µM | Q96T88 | AID 687016; in the data active = inhibition above about 21%;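 note: UHRF1 SRA domain binding a hemimethylated CpG hairpin DNA probe; 0% = median of test compound wells and 100% = reference inhibitor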
# LEDGF integ inh: blocks HIV-1 LEDGF/p75-dependent DNA integration. TR-FRET IN-LEDGF/p75 DNA integration, Eu/Cy5. 0.64% of 370,000 active. inhibition, % at 3.7 µM;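 active = inhibition above the screen-wide mean plus 3 SD, cut at about 13% in these data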;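 note: signal is the Cy5 over europium emission ratio at 671 and 618 nm; 0% = plate median of compound wells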
# TDP2 absorb: TDP2 (human) inhibition, absorbance primary screen; O95551; recombinant TDP2, T5PNP hydrolysis, p-nitrophenol absorbance 415 nm; inhibition, % at 12.8 µM; 0.34% of 370,000 active; AID 720702;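 active = inhibition above the mean of all tested compounds plus 3 SD, set per campaign, cut at about 25% in these data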;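 note: 0% = DMSO with enzyme and 100% = buffer with substrate but no TDP2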
#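 Incubation: 2 h at 37 °C; Test system: recombinant human TDP2; Quantity: enzyme 120 nM; Read-out basis: percent inhibition; Medium: 50 mM Tris-HCl pH 7.5 with Mg2+, KCl, DTT, BSA; Repeats: single replicate; Compound: 12.8 µM single point, 1% DMSO; Signal: epi absorbance; Reagent: 5 mM T5PNP chromogenic substrate; Benchmarks: no-enzyme high, DMSO-plus-enzyme low.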
# TCR CD3 inh: inhibitors of human TCR-CD3 interaction; AID 651800; inhibition, % at 9.4 µM; TAMRA-labeled TCR probe fluorescence, biochemical; 0.37% of 360,000 active; in the data active = inhibition above about 19%;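 note: recombinant mutant TCR 2C K166C tagged with TAMRA read by polarization; 0% = receptor in buffer alone and 100% = receptor with positive control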
# PRMT1 FP inh: blocks human protein arginine methyltransferase 1 | 1.3% of 370,000 active | inhibition, % at 2.79 µM | Q99873 | recombinant PRMT1, activity-based probe fluorescence polarization;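 active = inhibition above about 21% made by adding two undisclosed values, limit read from the data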
# Target sequence (Q99873 whole entry, looked up): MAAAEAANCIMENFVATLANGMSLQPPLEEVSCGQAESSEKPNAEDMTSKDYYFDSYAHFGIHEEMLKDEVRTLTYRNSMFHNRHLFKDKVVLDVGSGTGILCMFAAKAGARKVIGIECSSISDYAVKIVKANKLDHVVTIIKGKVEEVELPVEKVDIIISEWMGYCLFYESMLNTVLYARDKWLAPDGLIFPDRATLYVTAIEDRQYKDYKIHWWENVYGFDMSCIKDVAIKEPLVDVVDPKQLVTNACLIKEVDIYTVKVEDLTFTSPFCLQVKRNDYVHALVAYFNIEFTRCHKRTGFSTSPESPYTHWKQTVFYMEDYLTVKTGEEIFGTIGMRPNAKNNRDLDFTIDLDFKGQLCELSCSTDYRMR
# MBD2 DNA inh: MBD2-methylated oligo binding inhibition; TR-FRET, MBD2 binding to methylated oligonucleotide; inhibition, % at 4.4 µM; 0.31% of 370,000 active; AID 686964; in the data active = inhibition above about 13%
# Target sequence (Q9UBB5 whole entry, looked up): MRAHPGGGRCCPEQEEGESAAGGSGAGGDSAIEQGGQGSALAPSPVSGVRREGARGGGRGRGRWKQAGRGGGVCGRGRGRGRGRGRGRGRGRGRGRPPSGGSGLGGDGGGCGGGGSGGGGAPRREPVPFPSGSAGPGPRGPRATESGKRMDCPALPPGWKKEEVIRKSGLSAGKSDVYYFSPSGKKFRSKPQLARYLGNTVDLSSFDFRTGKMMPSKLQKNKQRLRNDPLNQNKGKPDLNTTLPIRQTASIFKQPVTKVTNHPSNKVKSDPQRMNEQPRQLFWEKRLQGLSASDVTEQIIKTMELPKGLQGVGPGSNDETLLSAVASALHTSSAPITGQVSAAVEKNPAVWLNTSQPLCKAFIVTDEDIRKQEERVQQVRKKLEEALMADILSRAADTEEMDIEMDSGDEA
# Tn6 DDE FP: disrupts Tn6 cyclic peptide binding to fibrin D-Dimer-E complex; inhibition, % at 8.3 µM; 0.21% of 370,000 active; P02675; AID 720509; Fibrin DD(E) TRITC-Tn6 fluorescence polarization displacement;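 active = inhibition above a per-campaign cutoff: mean of compounds within control limits plus 3 SD, cut at about 15% in these data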;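 note: 0% = median of all compound wells on the plate and 100% = blocking peptide control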
# proKLK7 act: proKLK7 (human) activation, primary screen | purified proKLK7, EDANS-DABCYL substrate fluorescence; 100% is mature enzyme control, 0% vehicle | activation, % at 7 µM | 0.9% of 370,000 active | AID 652039;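 active = activation above the mean of all tested compounds plus 3 SD, computed per campaign excluding outliers beyond control limits, cut at about 13% in these data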
# Target sequence (P49862 whole entry, looked up): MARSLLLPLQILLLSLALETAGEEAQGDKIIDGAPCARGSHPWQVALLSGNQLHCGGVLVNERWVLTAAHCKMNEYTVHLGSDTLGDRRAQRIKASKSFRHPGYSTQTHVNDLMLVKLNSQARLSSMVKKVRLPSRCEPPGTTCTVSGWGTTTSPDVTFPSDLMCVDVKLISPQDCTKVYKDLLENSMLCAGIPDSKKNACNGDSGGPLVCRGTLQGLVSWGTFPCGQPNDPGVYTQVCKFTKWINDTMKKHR
# DDE Tn7 FP inh: DD(E)-Tn7 binding inhibition, primary FP screen. AID 720508. 0.13% of 370,000 active. FP displacement of FITC-Tn7 peptide from fibrin DD(E); 0% = median of compound wells per plate. P02675. inhibition, % at 8.3 µM;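 active = inhibition above the mean of compounds falling within the control limits plus 3 SD of them, cut at about 14% in these data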;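 note: 0% = plate median of compound wells and 100% = 10 µM Aha-Tn7 peptide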
#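 Assay system: human fibrin DD(E) protein / Input: 2 µM fibrin DD(E) / Benchmarks: high control of 10 µM Aha-Tn7 peptide / Measured by: fluorescence polarization of the labelled Tn7 tracer / Medium: Tris buffer with calcium and detergent, pH 7.8 / Timing: 10 min compound pre-incubation, 3 h probe incubation at room temperature / Repeats: one replicate per compound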
# SIAE primary: blocks human sialic acid acetylesterase. 0.69% of 370,000 active. inhibition, % at 9.66 µM. SIAE FP-Rh probe binding, fluorescence polarization;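 active = inhibition above a cutoff: mean of compounds within the control limits plus 3 SD of those, cut at about 17% in these data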;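 note: 0% = plate median of compound wells and 100% = probe without SIAE protein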
# Starred values were filed as active, the others as inactive. Compounds as they come; any-hit rate near 4.6%.
TCR CD3 inh	DDE Tn7 FP inh	UHRF1 MBD2 ctr	LEDGF integ inh	PRMT1 FP inh	MBD2 DNA inh	proKLK7 act	SIAE primary	TDP2 absorb	Tn6 DDE FP	canonical_smiles
1	7	0	1	-3	-2	0.0	11	1	0	Cc1ccccc1OCCC(=O)Nc1ccccc1C(=O)NC1CC1
4	-6	-3	1	0	-7	0.5	5	9	-15	COc1ccc(C(=O)N/N=C/c2cn[nH]c2-c2ccc(OC)cc2OC)cc1
0	3	3	2	2	5	-3.0	2	3	-1	CCN(CC)C(=O)CC(c1cc(OC)c(OC)c(OC)c1)c1c(OC)cc(OC)c2ccc(=O)oc12 (centres undefined)
1	9	-2	0	-3	0	-0.1	0	-9	6	CCOc1cc2c(cc1OCC)C(C(=O)O)C(c1ccc(OC)c(O)c1)N(C)C2=O (centres undefined)
-1	-9	14	3	-5	1	-0.1	-2	-13	0	COc1ccc(Cl)cc1NC(=O)CN(C)C(=O)CCNC(=O)c1ccccc1OC
-1	4	4	4	3	3	0.5	8	-4	-1	Cc1ccc(N2CCN(S(=O)(=O)c3ccc4c(c3)n(C)c(=O)c(=O)n4C)CC2C)cc1 (centres undefined)
-6	-1	2	2	-2	-2	-0.1	3	-1	-5	Cc1c(CCOC(=O)c2cccc([N+](=O)[O-])c2)sc[n+]1CC(=O)c1ccccc1
-15	0	-1	1	3	-2	0.3	-2	4	4	Cc1ccc(N(C)C(=O)N2CCN(c3ccccn3)CC2)cc1
6	4	1	-2	-1	-8	-0.8	-3	0	4	N#C/C(=C\c1cn(CCOc2ccccc2)c2ccccc12)C(=O)NCc1cccs1
-6	6	0	-2	4	3	-3.4	5	2	-23	CCN(CC)c1ccc(/C=N/NC(=O)Cc2nnc(NC(=O)Nc3ccccc3)s2)cc1
-4	1	0	-2	4	1	-0.3	-8	7	1	CCOC(=O)c1c(NC(=O)c2cc(-c3cccc(O)c3)on2)sc(C(C)=O)c1C
-7	-7	0	0	5	0	-0.3	5	-2	4	CCCCN(C)C(=O)c1ccc2c(c1)S(=O)(=O)c1ccccc1C2=O
4	10	2	-3	1	4	1.2	3	5	-5	COCCc1ccc(OC2(C)CCN(Cc3cccc(OCOC)c3)C2)cc1 (centres undefined)
-5	-2	0	-3	0	1	-1.7	3	4	6	CCCSc1nc(N2CCOCC2)c2c(c1C#N)CCCC2
-11	6	4	3	3	1	-0.4	0	-7	-1	CCN1CCN(S(=O)(=O)c2cccc([N+](=O)[O-])c2)CC1
-2	1	3	-3	2	2	-0.1	4	2	6	O=C(Nc1ccnn1C1CCN(CC(O)CO)CC1)C1CCCC1 (centres undefined)
2	2	-1	3	-1	0	-1.1	9	-9	0	Cc1cc(=O)[nH]c(CN2CCC(c3ccccc3)CC2)n1
-3	1	2	-3	1	3	0.1	1	0	4	O=C(c1ccccc1Cl)N1CCN(Cc2ccc3c(c2)OCO3)CC1
-9	-3	4	2	-4	0	-0.3	-3	-23	2	CC(=O)Nc1ccc(S(=O)(=O)NCC(=O)OCC(=O)N2CCCCCC2)cc1
-8	-1	0	-1	1	1	0.0	1	6	4	Cc1ccc(NC(=O)CC(C)N2CCCC2)cc1 (centres undefined)
-10	-1	3	-8	6	6	-0.4	0	-13	-1	CCOC(=O)N1CCN(Cc2nc3cc(NC(=O)CC(C)C)ccc3n2CC)CC1
-2	0	4	-4	4	3	-0.5	8	-11	3	O=C(c1ccc(C(F)(F)F)cc1)N1CCC(=O)N(C(CO)Cc2ccccc2)CC1 (centres undefined)
-6	1	-1	-4	1	2	-0.1	2	8	-3	O=C(CN1CCN(c2ccccn2)CC1)Nc1ccc(F)c(F)c1
-5	4	-1	1	2	5	0.3	4	-9	0	Cn1c(/C=C/c2cccc([N+](=O)[O-])c2)c([N+](=O)[O-])c(=O)n(C)c1=O
5	0	0	-2	1	-1	0.1	-17	-4	13	O=C(OCc1cn([C@@H]2C[C@H](c3ccc(Cl)cc3)N(C(=O)C3CCCCC3)C[C@H]2O)nn1)c1ccccc1
-1	-2	2	5	2	3	-0.1	2	4	5	Cc1cc(C)cc(NC(=O)CSc2nnc(CN3CCOCC3)n2C)c1
2	-3	-3	3	1	0	0.2	-8	2	-6	O=C(CN1CCC(n2nnc3cc(F)ccc32)CC1)Nc1ccc2c(c1)CCC2
5	2	2	2	-1	-3	-0.1	6	2	-4	O=C(CSc1nnc(-c2ccco2)n1Cc1ccco1)Nc1ccccc1
1	3	2	-1	0	1	0.2	-4	1	-3	O=C(CN(Cc1ccc(F)cc1)C(=O)c1ccco1)NCc1ccc(F)cc1
5	0	0	-2	-1	1	0.5	-3	1	-1	COc1ccccc1NS(=O)(=O)c1ccc(C)c(NC(=O)NC2CCCCC2)c1

# The list continues.
TCR CD3 inh	DDE Tn7 FP inh	UHRF1 MBD2 ctr	LEDGF integ inh	PRMT1 FP inh	MBD2 DNA inh	proKLK7 act	SIAE primary	TDP2 absorb	Tn6 DDE FP	canonical_smiles
-6	11	-3	-1	0	-6	0.5	2	3	4	Nc1cc([N+](=O)[O-])ccc1OCc1ccccc1
-1	-2	-2	0	-4	1	-0.6	4	2	0	CCCNC(=O)c1onc(CSc2ccc(F)cc2)c1C(=O)NCCOC
1	-10	0	2	-1	-2	-0.1	1	-10	-6	O=[N+]([O-])c1ccc(N2CCN(S(=O)(=O)c3ccc(Cl)cc3)CC2)cc1NCC1CCCO1 (centres undefined)
3	-10	-1	4	3	-4	0.0	3	-1	-4	O=C(Nc1ncn[nH]1)c1ccc(Cl)c(Cl)c1
-6	1	19	7	0	10	-0.1	3	3	-2	CCCCN(C(=O)CC1CCCC1)c1c(N)n(CCC)c(=O)[nH]c1=O
-1	0	2	-1	-1	0	0.4	-15	-16	2	CCOC(=O)c1nc(Nc2ccc(C)cc2)c2ccccc2n1
0	1	0	3	0	-4	-0.2	3	1	-8	CC(=O)N1CCN(CC(=O)Nc2cccc(S(=O)(=O)N3CCCCC3)c2)CC1
0	2	6	-4	-3	1	0.4	4	-12	5	Cc1nc2cc(NC(=O)Nc3ccc(N4CCOCC4)cc3)ccc2n1C
0	2	7	-5	5	8	0.2	-4	3	4	O=C(COc1ccc(C2SCCS2)cc1)Nc1ccc(Cl)cc1
0	6	-3	1	-5	1	-0.1	2	0	2	Cc1ccsc1C(=O)N1CCCC(CCC(=O)NCc2ccc(F)c(F)c2)C1 (centres undefined)
1	-6	1	0	0	-5	-0.6	-2	-13	-7	CCOC(=O)C1=C(N)OC2=C(C(=O)CCC2)C1c1ccccc1OC (centres undefined)
-2	1	3	-3	1	5	-0.6	6	-1	-2	Cc1ccc(S(=O)(=O)N(C)CC(=O)N2CC(C)OC(C)C2)cc1 (centres undefined)
-6	13	2	1	-2	-6	1.1	5	-9	-5	CCN(CC(=O)NCc1ccc(Cl)cc1)C(=O)CSc1ccccc1
-7	-6	2	3	-5	1	0.2	2	-1	5	O=C(CSc1ccc(Cl)cc1)NC(=O)NC1CCCC1
4	0	-8	4	-8	-4	-0.5	-7	-5	-5	CC1=C(c2ccccc2)C=NNCC1=O
1	-4	15	3	2	-3	-0.3	3	3	3	NS(=O)(=O)c1ccc(NS(=O)(=O)c2ccc(NC(=S)Nc3ccccc3)cc2)cc1
3	-7	-2	0	-2	1	0.1	0	11	3	Cc1cc(NS(=O)(=O)c2ccc(NC(=O)c3ccc([N+](=O)[O-])s3)cc2)nc(C)n1
-6	3	3	1	-1	-5	-0.3	-2	-4	-1	c1ccc2[nH]c(C3CC3)nc2c1
-2	-4	0	1	-3	-2	0.9	0	2	0	COc1ccc(NC(=O)N2CCCC2C(=O)Nc2ccc(C)cc2C)cc1 (centres undefined)
2	3	2	2	0	-2	-0.1	5	-6	7	COCCn1c(SCC#N)nnc1-c1ccc(OC)cc1
-4	-4	2	4	-4	-3	-0.6	4	-1	4	CC(NC(=O)c1cccc(S(=O)(=O)N2CCN(C)CC2)c1)C1CC2CCC1C2 (centres undefined)
1	2	7	1	1	-4	-0.5	4	0	10	C#CCOCCOCCOCCNc1nc(N2CCN(C(=O)Cn3cc(CCO)nn3)CC2)nc(N2CCN(C(=O)[C@H]([C@@H](C)CC)n3cc(CCCCN)nn3)CC2)n1
-4	0	-2	-5	16	-1	0.8	6	-6	1	Cn1c(=O)c2c(-c3ccccc3)n(-c3cccc(O)c3)cc2n(C)c1=O
-4	-2	1	-2	3	0	0.0	1	-7	4	CC1CCN(C(=O)CN(Cc2ccc(Cl)cc2)S(C)(=O)=O)CC1
10	3	-2	3	-1	1	-0.4	8	-8	-5	Cc1nc2ncnn2c(C)c1CCC(=O)N1CCOCC1
12	1	-1	-2	-1	-2	-0.1	-3	9	-7	CC(C)c1ccc(S(=O)(=O)N2CCN(C(C)C(=O)Nc3ccccc3-c3ccccc3)CC2)cc1 (centres undefined)
-3	-8	16	-1	0	-2	0.2	3	-6	1	O=C(Nc1cc(N2CCCCC2)ncn1)c1ccc(F)cc1
-4	-3	-2	0	-4	-3	-0.7	11	-5	7	Cc1cc(N2CCNC[C@H]2C)ccc1N1CCN(Cc2ccccc2)[C@@H](C)C1
4	-3	-1	5	-9	-1	0.0	-6	-10	1	Cc1ccc(OC(=O)c2ccncc2)c(C)c1
2	5	-2	-2	-3	-5	0.8	-4	5	1	Cc1ccc(C)c(S(=O)(=O)NCC(=O)NCc2ccco2)c1

# Next section (2 carried over from the part before).
TCR CD3 inh	DDE Tn7 FP inh	UHRF1 MBD2 ctr	LEDGF integ inh	PRMT1 FP inh	MBD2 DNA inh	proKLK7 act	SIAE primary	TDP2 absorb	Tn6 DDE FP	canonical_smiles
4	-3	-1	5	-9	-1	0.0	-6	-10	1	Cc1ccc(OC(=O)c2ccncc2)c(C)c1
2	5	-2	-2	-3	-5	0.8	-4	5	1	Cc1ccc(C)c(S(=O)(=O)NCC(=O)NCc2ccco2)c1
-11	-6	1	-3	-1	2	-18	6	-14	4	COc1cc2c(c3ccccc13)CCCC2=O
13	-2	-2	2	58*	-5	-1.0	6	-13	-3	N#C/C(=C\c1ccc(N2CCOCC2)o1)c1nc2ccccc2[nH]1
0	-3	-1	0	0	1	0.3	-3	3	-2	CC(=O)c1cccc(NS(=O)(=O)c2c(C)noc2C)c1
-6	-3	1	-3	7	2	-0.6	0	17	-6	O=C(Nc1ccc(F)cc1)C(=O)C1C(=O)Nc2ccccc21 (centres undefined)
4	4	1	5	-3	-5	-0.1	3	-2	6	Cc1ccc(S(=O)(=O)N2CCN(C(=O)CCCOc3cccc(C)c3)CC2)cc1

# Two entries picked at random from those above:
TCR CD3 inh	DDE Tn7 FP inh	UHRF1 MBD2 ctr	LEDGF integ inh	PRMT1 FP inh	MBD2 DNA inh	proKLK7 act	SIAE primary	TDP2 absorb	Tn6 DDE FP	canonical_smiles
4	4	1	5	-3	-5	-0.1	3	-2	6	Cc1ccc(S(=O)(=O)N2CCN(C(=O)CCCOc3cccc(C)c3)CC2)cc1
0	-3	-1	0	0	1	0.3	-3	3	-2	CC(=O)c1cccc(NS(=O)(=O)c2c(C)noc2C)c1
